Assay outcomes: PubChem, National Center for Advancing Translational Sciences (NCATS)
B2AR arrestin: recruits beta-arrestin to the human beta2-adrenergic receptor; P07550; beta-arrestin recruitment to beta2AR, cell-based reporter; Potency, µM (highest dose often 46.1 µM), for the others: at the highest dose activation, most hits filed as activators; 330,000 compounds, 0.02% hits;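 note: potency is the fitted concentration of half-maximal effect; 0% = DMSO controls and full agonism = EC100 isoproterenol or metaproterenol; nearly all actives have a fitted effect of over 65% in size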
Target sequence (P07550 whole entry, looked up): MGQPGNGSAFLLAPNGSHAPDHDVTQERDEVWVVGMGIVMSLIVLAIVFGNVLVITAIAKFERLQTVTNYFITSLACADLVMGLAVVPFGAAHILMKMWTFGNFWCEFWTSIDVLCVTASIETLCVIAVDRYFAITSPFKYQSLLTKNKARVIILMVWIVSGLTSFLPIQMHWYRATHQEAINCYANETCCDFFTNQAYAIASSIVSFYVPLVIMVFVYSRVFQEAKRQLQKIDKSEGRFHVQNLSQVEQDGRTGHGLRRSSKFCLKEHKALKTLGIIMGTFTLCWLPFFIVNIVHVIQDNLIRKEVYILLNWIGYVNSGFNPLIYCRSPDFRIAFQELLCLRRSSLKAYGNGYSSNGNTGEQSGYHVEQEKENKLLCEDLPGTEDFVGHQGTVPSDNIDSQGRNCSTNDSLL
PTAP TSG101 blk: blocks PTAP/TSG101 interaction to inhibit HIV-1 budding; Fluorescence polarization, FITC-PTAP peptide / Tsg101 binding; Q99816; 340,000 tested, under 10 active; Potency, µM (titrated, usually from 115 µM), for the others: at the top dose activity change, negative = inhibition, actives largely listed as inhibitors; active = well fitted inhibition curve with a large enough effect in the main read-out, with a control signal flat, not every such curve was filed as active; inconclusive = small, poorly fitted or top-dose-only effect, or effect the other way, or a change in a side signal; inactive = no such curve, though single readings can be large or run the other way; note: potency is the fitted concentration of half-maximal effect; % of control where 0% means no effect
Target sequence (Q99816 whole entry, looked up): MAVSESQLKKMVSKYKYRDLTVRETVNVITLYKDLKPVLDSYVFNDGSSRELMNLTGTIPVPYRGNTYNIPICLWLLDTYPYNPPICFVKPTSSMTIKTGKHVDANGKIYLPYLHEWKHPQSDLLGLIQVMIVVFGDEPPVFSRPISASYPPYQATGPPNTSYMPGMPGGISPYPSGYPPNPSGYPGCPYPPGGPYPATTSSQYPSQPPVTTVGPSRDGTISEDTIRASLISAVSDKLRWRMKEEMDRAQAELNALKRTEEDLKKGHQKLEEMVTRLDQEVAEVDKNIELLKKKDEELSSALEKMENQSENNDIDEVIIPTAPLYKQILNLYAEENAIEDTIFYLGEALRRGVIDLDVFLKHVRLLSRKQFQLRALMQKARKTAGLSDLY
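Steps: Tsg101 binding domain dispensed (10 uM final), compounds pinned in DMSO, FITC-labeled PTAP-motif peptide added (50 nM final); after 20 min binding at room temperature, polarization measured.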
ELG1 genotox: genotoxicity induction in ELG1-luciferase HEK293T cells; Potency, µM (highest dose often 46 µM), for the others: top-dose activity change, positive = activation, usual class: activators; 330,000 compounds, 1.3% hits; HEK293T ELG1-luciferase reporter, luminescence, 16 h; note: potency is the fitted concentration of half-maximal effect; % of control where 0% means no effect; nearly all actives have a fitted effect of over 60% in size
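Quantitative HTS format in 1536-well plates. HEK293T ELG1-luciferase reporter cells receive test compound and are incubated 16 hr at 37 °C, 5% CO2; ONE-Glo added, 30 min room temperature, then luminescence read.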
uPA generation: blocks generation of uPA at the cell surface. 330,000 compounds, 0.31% hits. AID 540303. Potency, µM (titrated, usually from 38.3 µM), for the others: top-dose activity change, negative = inhibition, most hits filed as inhibitors. cell surface uPA generation assay, qHTS; active = well fitted inhibition curve with a large enough effect; inconclusive = small, poorly fitted or top-dose-only effect; inactive = no such curve, though single readings can be large or run the other way; tested in mouse RAW 264.7 cells; note: potency is the fitted concentration of half-maximal effect; % is set by controls: 0 for no effect and ±100 for the full control effect; nearly all actives have a fitted effect of over 55% in size
BRCA1 expr up: activators of BRCA1 expression; MCF7-BRCA1-FFLuc reporter, luminescence, 48 h; response scale: scaled: vehicle 0%, 10 µM genistein 100%; Potency, µM (highest dose often 46.1 µM), for the others: at the highest dose activation, actives largely listed as activators; 380,000 compounds, 1.1% hits; AID 624202; note: potency is the fitted concentration of half-maximal effect; nearly all actives have a fitted effect of over 80% in size; some results filed as inactive show a strong effect at the top dose
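First, MCF7-BRCA1-FFLuc cells (2000/well) attach for 2 h; next, compounds are pin-added and incubated 48 h at 37 °C; finally, luciferase reagent is added and luminescence read after 15 min.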
Eya2 phos inh: inhibitors of human Eya2 phosphatase activity; 330,000 compounds, 0.006% hits; O00167; Potency, µM (doses to about 76.9 µM), for the others: at the highest dose activity, negative = inhibition, actives largely listed as inhibitors; recombinant Eya2, OMFP fluorescence dephosphorylation (OMFP is methylfluorescein phosphate); note: potency is the fitted concentration of half-maximal effect; % is set by controls: 0 for no effect and ±100 for the full control effect
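Eya2 protein (added as 0.2 uM solution) was preincubated with compound for 10 min at ambient temperature in 50 mM HEPES pH 7.5, 50 mM NaCl, 5 uM MgCl2, 0.05% BSA, 1 mM DTT. OMFP (added at 50 uM) then reacted 10 min; fluorescence read at 485/525 nm.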
TRPV1 agonist: human TRPV1 agonism; Q8NER1; TRPV1-expressing cells, Fluo-8 calcium influx, agonist mode; activation, % at 8.33 µM; 320,000 compounds, 0.19% hits; in the data active = activation above about 80%; inconclusive = between about 30% and that limit; note: 0% is about no effect
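Fluo-8 calcium influx in TRPV1-expressing cells, kinetic read (ex 480/em 520 nm). Compound added and read 3 min for agonist activity, followed by capsaicin at EC20 final and 2 min further read for enhancement.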
a7 integrin act: activates integrin-mediated alleviation for muscular dystrophy; alpha7betagal myoblasts, beta-gal FDG fluorescence, 48 h; Potency, µM (doses to about 38.3 µM), for inactives: top-dose activation, usual class: activators; 350,000 compounds, 0.064% hits; AID 624291;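 note: potency is the fitted concentration of half-maximal effect; 100% = response of the positive control SU9516; nearly all actives have a fitted effect of over 60% in size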
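alpha7betagal+/- myoblasts (passage 13, 250/well) treated 48 h at 37C with compounds at 1:260 dilution of DMSO stock. Lysed, then beta-galactosidase activity read as FDG fluorescence (ex 480/em 540) after 30 min, with pre-read for autofluorescence.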
USP2a block: USP2a (human) protease inhibition. Potency, µM (top dose mostly 38.3 µM), inactives show top-dose activity change, negative = inhibition, usual class: inhibitors. 330,000 compounds, 0.01% hits. AID 463254. USP2 core, Ub-CHOP2 coupled fluorogenic reporter, 485/531;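 note: potency is the fitted concentration of half-maximal effect; plate controls were DMSO wells for no effect and full inhibition by NEM control for full effect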
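Cell-free coupled assay: 10nM USP2 core preincubated 30min RT with compound in Tris-HCl pH 8.0/CaCl2/CHAPS buffer, then 25nM Ub-CHOP2 and 25nM reporter substrate; fluorescence (Ex 485/Em 531) read after 60min RT, normalized to NEM inhibition, concentration-response curves fitted.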
p53 reactivator: restores transcriptional activity of mutant p53 | H1299 p53-A138V BP100-luciferase reporter, luminescence, 24 h | Potency, µM (top dose mostly 92.2 µM), for inactives: at the top dose activity change, positive = activation, most hits filed as activators | 320,000 compounds, 0.063% hits | AID 504706; note: potency is the fitted concentration of half-maximal effect; % of control where 0% means no effect; nearly all actives have a fitted effect of over 45% in size
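H1299 (p53-null), stable ts p53-A138V + BP100-Luc; 1000 cells/well, Opti-MEM/10% FBS; cpd 4 pt, 1:5; 24 h, 37 deg C, 5% CO2; detection reagent 10 min RT; luminescence.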
S-ASM inh: blocks human secretory acid sphingomyelinase. P17405. placental ASM, HMU-PC fluorogenic substrate, 60 min. Potency, µM (titrated, usually from 57.5 µM), for inactives: at the highest dose activity change, negative = inhibition, usual class: inhibitors. 340,000 compounds, 0.006% hits. AID 504937; note: potency is the fitted concentration of half-maximal effect
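Fluorogenic HMU-PC substrate (9 uM final) is turned over by placental ASM in 60 min at 37 C after a 10 min compound preincubation. Reaction ended by alkaline stop (pH 10), with fluorescence read at 386/447 nm.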
The depositor's hits bear a star; ? = inconclusive; · = not tested or not shown; [ ] = remark or other dose. Unless noted, calls come from the whole dose curve; as a rule, active = well fitted curve in the direction sought with a large enough effect; inconclusive = small, poorly fitted or top-dose-only effect, or another doubt; inactive = no such curve, though single readings can be large; an effect the other way counts as inactive or inconclusive.

structure,B2AR arrestin,PTAP TSG101 blk,ELG1 genotox,uPA generation,BRCA1 expr up,Eya2 phos inh,TRPV1 agonist,a7 integrin act,USP2a block,p53 reactivator,S-ASM inh
COc1ccc(CN(Cc2cccn2C)S(=O)(=O)c2ccc(F)cc2)cc1,0.1%,-0.8%,-5.1%,2.9%,-22.0%,2.0%,17.5,13.7%,-0.6%,0.9%,-5.6%
NC(=O)c1ccccc1NC(=O)CCCN1C(=O)CCC1=O,-0.4%,-8.1%,-5.8%,-4.2%,8.0%,5.8%,-3.1,15.5%,0.9%,-4.7%,3.9%
Cn1ncc(Cl)c1C(=O)N1CCN(S(=O)(=O)c2ccc(F)cc2)CC1,-0.2%,-5.0%,3.8%,-2.0%,0.2%,4.8%,-2.6,2.4%,1.2%,-2.1%,5.0%
Cc1cc(C(F)(F)F)n(-c2ccc(N)cc2)n1,-0.1%,-2.3%,3.4%,3.5%,-0.2%,-12.5%,-6.3,-7.9%,1.3%,1.5%,4.7%
O=C(NCc1n[nH]c(=S)n1-c1cccc(Cl)c1)c1ccc(S(=O)(=O)N2CCCCC2)cc1,-0.8%,-5.5%,-0.2%,-1.8%,-3.4%,-2.7%,-3.3,-23.2%,-1.0%,-0.1%,-1.0%
Cc1ccc(S(=O)(=O)N(C)C)cc1NC(=S)N(C)C1CCN(C)CC1,-0.4%,0.1%,0.1%,7.3%,-27.9%,-10.9%,3.1,38.4%,-3.0%,6.1%,-1.2%
COc1ccc(CC(=O)Nc2c(C(=O)N3CCN(c4ncccn4)CC3)oc3ccccc23)cc1OC,0.4%,-16.6%,0.6%[9.26 µM],-3.2%,-0.1%,2.9%,8.1,8.2%,-0.7%,0.3%,3.8%
CCOc1ccc(NC(=O)C2CCCN2C(=O)Oc2ccccc2)cc1 (centres undefined),-0.1%,0.2%,2.0%,2.3%,-9.6%,13.8%,1.7,4.3%,2.0%,0.2%,11.2%
CCC(CC)c1nnc(NC(=O)CCNC(=O)c2ccccc2Cl)s1,-0.1%,-2.1%,-0.9%,3.0%,-2.5%,-10.7%,0.5,15.0%,-0.9%,1.6%,-2.9%
Cn1c(=O)n(CC(N)=O)c2ccccc21,-0.3%,-0.3%,1.7%,3.7%,-23.5%,26.3%,2.8,6.1%,0.6%,-1.5%,1.1%
COC(=O)c1cc2c(cc1Cl)N1CCCCCC1=NS2(=O)=O,-1.0%,-2.9%,-0.5%,6.2%,5.6%,3.7%,-0.3,?,3.2%,2.2%,0.0%
CC(=O)c1cccc(NC(=O)CSc2nnnn2C2CCCC2)c1,0.1%,-6.5%,1.7%,2.6%,19.9%,-8.0%,1.1,-24.4%,0.7%,2.0%,-0.7%

Following part
structure,B2AR arrestin,PTAP TSG101 blk,ELG1 genotox,uPA generation,BRCA1 expr up,Eya2 phos inh,TRPV1 agonist,a7 integrin act,USP2a block,p53 reactivator,S-ASM inh
Cc1c(C)n(C)c2ccc(C(=O)NCc3cccs3)cc12,-1.1%,1.0%,5.4%,2.0%,0.0%,-1.2%,-2.5,-8.0%,-0.1%,-6.7%,-2.8%
CC1=NN(C(=O)c2ccccc2Br)C(O)(c2cccnc2)C1 (centres undefined),3.8%,-3.6%,-1.1%,2.6%,2.4%,-12.8%,1.4,15.6%,-0.9%,-4.5%,3.5%
Cc1ccc(NC(=O)c2ccc(Cl)c(S(=O)(=O)N3CCCCCC3)c2)nc1,0.3%,-7.1%,?,-1.1%,-20.9%,-11.3%,?,-43.4%[inhibitor],-2.3%,-1.0%,-3.5%
COc1ccc(NC(=O)Nc2ccon2)c(OC)c1,-0.2%,-3.0%,6.1%,13.2%,8.6%,5.6%,-2.6,-30.2%,4.9%,-0.7%,1.6%
O=C(CCC(=O)N1CCN(S(=O)(=O)c2ccc(Cl)cc2)CC1)Nc1ccc2ccccc2c1,-0.6%,-3.6%,-7.5%,-7.9%,-64.1%,-0.9%,-2.7,?,0.9%,-2.0%,-11.0%
Cc1cccc(-n2ccnc2SCC(=O)Nc2cccc(S(=O)(=O)NC3=NCCC3)c2)c1C,-0.2%,-2.8%,-5.4%,-18.2%,-19.1%,-1.2%,-4.0,-10.5%,-0.1%,-0.5%,·
CC(=O)Nc1cccc(NC(=O)CSc2nc(=O)n(CCN3CCOCC3)c3c2CCC3)c1,-0.9%,-5.5%,-0.4%,-1.0%,-14.0%,9.6%,-4.3,15.1%,-4.4%,-0.4%,4.5%
CNC(=O)N/N=C(\N)c1ccccn1,0.1%,-0.7%,12.7%,6.9%,44.8%,9.1%,0.9,21.3%,5.0%,4.8%,-0.9%
CCN(CC)S(=O)(=O)c1cccc(NC(=O)COC(=O)CCc2nc3ccccc3s2)c1,-0.4%,-1.1%,3.9%,·,-1.1%,-8.6%,-2.2,2.2%[7.66 µM],0.9%,-2.4%,-7.7%
CCC(Oc1ccc(C)c(C)c1)C(=O)N1CCCN(C)CC1 (centres undefined),3.6%,0.5%,1.0%,10.1%,-0.4%,-8.9%,1.4,34.7%,0.7%,-7.5%,3.7%
CCC(C)c1ccc(OCCCCN2CCOCC2)cc1 (centres undefined),-0.1%,-0.8%,0.4%,4.2%,1.0%,8.0%,8.6,-16.4%,0.3%,-4.2%,7.2%
Cc1cccc(OCC(=O)Nc2ccccc2C(F)(F)F)c1,0.5%,-5.6%,8.6%,6.1%,14.7%,-2.3%,15.0,24.5%,-2.3%,23.0%,-2.0%

Given with two lines to a compound: entries from further up
Fields: B2AR arrestin, PTAP TSG101 blk, ELG1 genotox, uPA generation, BRCA1 expr up, Eya2 phos inh, TRPV1 agonist, a7 integrin act, USP2a block, p53 reactivator, S-ASM inh
> CCN(CC)S(=O)(=O)c1cccc(NC(=O)COC(=O)CCc2nc3ccccc3s2)c1
 : -0.4%, -1.1%, 3.9%, ·, -1.1%, -8.6%, -2.2, 2.2%[7.66 µM], 0.9%, -2.4%, -7.7%
> CCC(Oc1ccc(C)c(C)c1)C(=O)N1CCCN(C)CC1 (centres undefined)
 : 3.6%, 0.5%, 1.0%, 10.1%, -0.4%, -8.9%, 1.4, 34.7%, 0.7%, -7.5%, 3.7%
> CCC(C)c1ccc(OCCCCN2CCOCC2)cc1 (centres undefined)
 : -0.1%, -0.8%, 0.4%, 4.2%, 1.0%, 8.0%, 8.6, -16.4%, 0.3%, -4.2%, 7.2%

Carrying on.
structure,B2AR arrestin,PTAP TSG101 blk,ELG1 genotox,uPA generation,BRCA1 expr up,Eya2 phos inh,TRPV1 agonist,a7 integrin act,USP2a block,p53 reactivator,S-ASM inh
Cc1cnc(C(=O)OCC(=O)c2c[nH]c3ccccc23)cn1,-0.2%,0.9%,2.7%,1.6%,-11.4%,3.6%,1.5,2.5%,2.7%,2.0%,2.8%
O=C(c1nc(SCc2ccc([N+](=O)[O-])cc2)n2ccccc12)C(F)(F)F,-0.3%,2.8%,0.5%,2.8%,-22.4%,7.8%,6.8,-1.6%,1.9%,3.6%,-0.1%
CCOc1cccc2cc(C(N)=O)c(=NCc3ccccc3)oc12,0.2%,-0.2%,2.3%,-1.4%,-13.8%,-23.3%,?,5.3%,-0.3%,-3.3%,-0.9%
COc1ccc(C2=CC(c3ccco3)n3ncnc3N2)cc1 (centres undefined),0.1%,?,-5.7%,-2.0%,-27.5%,?,27.9,-16.8%,?,0.5%,174.3%[activator]
O=[N+]([O-])C(=C1Nc2ccccc2N1)C(Cl)=C(Cl)Cl,0.1%,21.2%,3.4%,?,-65.6%,-1.2%,-1.1,-24.6%,-1.1%,16.9%,-1.6%
C/C(=C(/NC(=O)c1ccccc1)C(=O)O)c1ccco1,-0.9%,-4.6%,-0.1%,2.0%,20.6%,3.3%,3.9,0.7%,2.8%,14.1%,0.3%
Cc1c(NC(=S)NC(NC(=O)C(C)C)C(Cl)(Cl)Cl)c(=O)n(-c2ccccc2)n1C (centres undefined),-1.8%,-0.2%,-0.2%,-0.9%,-17.5%,9.4%,2.7,-1.9%,0.7%,-6.5%,-13.0%
COc1cc(-c2ncc3ccccn23)cc(OC)c1OC,-0.1%,-0.9%,10.5%,-2.8%,-20.3%,1.7%,-2.2,13.9%,-0.5%,-2.5%,35.7%[activator]
COc1ccc(NCC(=O)N/N=C/c2ccc3c(c2)OCCO3)cc1,-0.2%,-2.7%,-1.5%,3.5%,24.7%,3.8%,-1.5,1.8%,2.2%,11.3%,-0.6%
CCOc1cc(-c2ccccc2)nc(N)n1,2.5%,-2.8%,22.3%,-5.2%,?,-3.2%,3.3,2.7%,-0.1%,?,1.8%
